# Screening results (PubChem BioAssay)
# RXFP1 ag: activates the human relaxin receptor RXFP1 | Q9HBX9 | HEK293T-RXFP1 cAMP TR-FRET, 30 min; response scale: percent of porcine relaxin response, buffer zero | Potency, µM (highest dose often 57.5 µM), for the others: top-dose activation, most hits filed as activators | actives 0.3% (n = 370,000); note: potency is the fitted concentration of half-maximal effect; % is set by controls: 0 for no effect and ±100 for the full control effect; nearly all actives have a fitted effect of over 60% in size; many of its hits are not listed in these tables
# Target sequence (Q9HBX9 whole entry, looked up): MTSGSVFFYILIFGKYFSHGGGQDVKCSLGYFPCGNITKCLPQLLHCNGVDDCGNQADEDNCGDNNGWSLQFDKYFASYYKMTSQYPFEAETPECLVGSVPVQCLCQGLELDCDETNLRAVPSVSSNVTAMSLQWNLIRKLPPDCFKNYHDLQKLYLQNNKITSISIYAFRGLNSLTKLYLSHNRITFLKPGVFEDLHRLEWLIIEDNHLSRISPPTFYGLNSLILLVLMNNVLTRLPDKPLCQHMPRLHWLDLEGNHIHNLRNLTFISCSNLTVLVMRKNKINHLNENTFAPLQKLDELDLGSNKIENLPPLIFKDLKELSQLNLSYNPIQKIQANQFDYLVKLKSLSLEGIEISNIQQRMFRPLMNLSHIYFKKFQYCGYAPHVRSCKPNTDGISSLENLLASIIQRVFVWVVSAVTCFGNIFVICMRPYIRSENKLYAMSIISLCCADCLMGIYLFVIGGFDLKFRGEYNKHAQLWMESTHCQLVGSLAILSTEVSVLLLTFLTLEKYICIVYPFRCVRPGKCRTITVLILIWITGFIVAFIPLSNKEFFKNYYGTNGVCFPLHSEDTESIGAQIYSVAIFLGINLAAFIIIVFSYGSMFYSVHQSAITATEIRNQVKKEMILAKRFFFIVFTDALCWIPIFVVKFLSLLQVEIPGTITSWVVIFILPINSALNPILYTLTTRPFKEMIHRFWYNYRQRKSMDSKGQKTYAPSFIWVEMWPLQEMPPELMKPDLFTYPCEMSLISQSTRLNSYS
#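 cAMP rise read by TR-FRET after 30 min, 37C compound exposure (up to 58 uM) in RXFP1-transfected HEK293 cells with Ro 20174 present. EC50 from Hill-equation fits, with 29 nM porcine relaxin as 100% and buffer as basal.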
# D1 potentiator: potentiators of human D1 dopamine receptor. HEK293 TREx D1 cells, calcium flux, dopamine EC20 potentiation. potentiation, % at 10 µM. actives 0.036% (n = 360,000); in the data active = potentiation above about 30%; note: 0% is about no effect
# TRHR ag: TRH receptor (human) agonism; actives 0.18% (n = 360,000); TRHR cells, calcium flux fluo-8, FDSS agonist mode; activation, % at 2 µM; P34981; in the data active = activation above about 30%; note: 0% is about no effect
#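 Steps: seed TRHR cells overnight; add fluo-8 no-wash Ca dye, RT 30 min–1.5 h; record 10 s baseline; pin-transfer compounds; monitor fluorescence 1 cycle/s for the agonist window. Calcium increases flag candidate agonists.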
# TRHR enhancer: TRH receptor (human) allosteric enhancement; enhancement, % at 2 µM; TRHR cells, fluo-8 calcium fluorescence, EC20 TRH enhancement; AID 493056; actives 0.66% (n = 360,000); P34981; in the data active = enhancement above about 30%; note: 0% is about no effect
#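 TRHR-expressing cells loaded with fluo-8 calcium dye were read kinetically (ex 480/em 530) during compound addition, then stimulated with an EC20 of TRH (10 nM final). Enhancement of the Gq-mediated intracellular calcium response was scored.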
# Anesthetic bind: binds horse apoferritin like a general anesthetic | P02791 | actives 0.074% (n = 350,000) | Potency, µM (highest dose often 77.5 µM), without a hit: at the highest dose activity change, negative = displacement, actives largely listed as inhibitors | apoferritin/1-aminoanthracene competitive binding, fluorescence; note: potency is the fitted concentration of half-maximal effect; % is set by controls: 0 for no effect and ±100 for the full control effect; nearly all actives have a fitted effect of over 20% in size
# Target sequence (P02791 2-175 limits assumed): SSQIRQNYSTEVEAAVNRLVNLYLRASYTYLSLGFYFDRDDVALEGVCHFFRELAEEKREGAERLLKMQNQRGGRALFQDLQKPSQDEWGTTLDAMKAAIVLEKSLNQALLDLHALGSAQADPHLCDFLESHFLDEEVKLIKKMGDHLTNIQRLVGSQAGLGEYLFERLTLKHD
#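 10 uM apoferritin + 50% sat. 1-AMA, PBS; cpd 10 min RT; Ex380/Em535 endpoint; normalized to free probe vs complex; 4-param Hill fit; propofol titration as pos. ctrl.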
# RXFP1 antag: RXFP1 (human) relaxin receptor antagonism; Q9HBX9; HEK293-RXFP1, relaxin-stimulated cAMP HTRF, 30 min; hits give low values; actives 0.59% (n = 350,000); AID 1259400; activity change, negative = inhibition, % at 57.5 µM;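 active = activity change of -60% or lower, but not beyond a set lower limit; inconclusive = change between -60% and -40%, or beyond the set limit; inactive = change above -40%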; note: % is set by controls: 0 for no effect and ±100 for the full control effect
# D1 agonist: agonists of human D1 dopamine receptor | P21728 | HEK293 T-REx D1 cells, calcium flux, agonist mode | activation, % at 2 µM | actives 1% (n = 360,000) | AID 504660; in the data active = activation above about 30%; note: 0% is about no effect
#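 Agonism was scored from calcium flux recorded over 180 s (1 read/s) after pintool compound addition, following a 10-cycle baseline. Cells were inducible force-coupled HEK293 TREx D1, plated overnight at 30 C and loaded with no-wash calcium dye.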
# D2 potentiator: positively modulates the human D2 dopamine receptor allosterically. HEK293 T-REx D2, calcium flux, EC20 dopamine potentiation. potentiation, % at 10 µM. actives 0.34% (n = 340,000). AID 485347;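 active = potentiation over 3 SD above the plate norm, cut at about 30% in these data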; note: 0% is about no effect
#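 Primary screen. Calcium kinetics in induced HEK293 T-REx D2 cells: compound pre-addition 180 s, EC20 dopamine, 180 s more.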
# D1 antagonist: antagonists of human D1 dopamine receptor; HEK293 TREx D1 cells, calcium flux, dopamine EC80; hits give low values; activity change, negative = inhibition, % at 10 µM; actives 3.2% (n = 360,000); AID 504652; in the data active = activity change below about -30%; note: % is set by controls: 0 for no effect and ±100 for the full control effect
#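 Calcium flux readout: force-coupled, inducible Hek293 Trex D1 line, cells induced overnight at 30 C with tetracycline, dye-loaded 30–90 min at RT. Antagonism scored against EC80 dopamine challenge given 180 s after compound.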
# Numbers without * were called inactive; ? = inconclusive; . = not tested or not shown; [ ] = dose if it differs, or a comment. Unless noted, calls come from the whole dose curve; as a rule, active = well fitted curve in the direction sought with a large enough effect; inconclusive = small, poorly fitted or top-dose-only effect, or another doubt; inactive = no such curve, though single readings can be large; an effect the other way counts as inactive or inconclusive. Only part of the results is shown; the hit share may differ from the screen's.
SMILES,RXFP1 ag,D1 potentiator,TRHR ag,TRHR enhancer,Anesthetic bind,RXFP1 antag,D1 agonist,D2 potentiator,D1 antagonist
COc1ccc(C(=O)C(CO)Oc2ccccc2OC)cc1OC (centres undefined),-2.1%,5.0,-0.6,4.3,-10.0%,-6.0,6.1,5.6,-0.9
COc1cc(NC(=O)CSc2nc3ncnc(N)c3[nH]2)c(C(=O)O)cc1OC,-1.4%,-3.2,0.2,-22.3,9.9%,-14.8,0.8,-1.5,3.2
Clc1ccc(-c2nc(-c3cc4cc(Cl)ccc4o3)cs2)cc1,-0.3%,3.6,0.4,4.9,5.3%,9.3,0.2,1.7,5.3
CC(C)(C)OC(=O)N1CCC(c2c(C(=O)Nc3ccc4c(c3)OCCO4)cnn2-c2ccc(Cl)cc2)CC1,1.2%,2.6,1.1,4.3,-1.6%,-8.8,3.7,.,17.7
CCCCn1c2ccccc2c2nnc(SCC(=O)NC3=NN=C(c4ccccc4)CS3)nc21,3.4%,6.1,-0.5,2.6,?,.,3.1,6.7,18.3
CN(C)c1ccc(N=Nc2ccccc2C(=O)OCC(=O)N(C)c2ccccc2)cc1,-1.5%,-3.8,0.1,14.0,?,-4.0,16.4,1.0,11.7
CCCCCOC(=O)NCC(O)c1ccccc1 (centres undefined),0.5%,-2.9,-0.3,-1.2,?,3.2,6.8,4.3,-33.5*
CCOc1ccc(CCNC(=O)c2sc3ncccc3c2-n2c(C)ccc2C)cc1,3.3%,0.1,-0.2,-1.3,15.1%,-25.0,2.5,-0.5,6.8
COc1ccccc1NS(=O)(=O)c1cc(NC(=O)C2CCC2)ccc1N1CCCCC1,6.3%,-4.0,-0.6,-2.2,0.7%,-5.2,3.5,-1.6,-17.6
CN(c1ccc(OCc2ccc([N+](=O)[O-])cc2)cc1)S(=O)(=O)c1ccccc1,0.0%,.,1.5,-3.6,5.9%,-3.9,22.1,1.1,-11.0
Cc1cc(N2CCCCC2)nc(N2CCOCC2)n1,2.2%,-1.6,0.4,4.7,-9.1%,-11.9,-2.1,1.6,.
Cc1c(C(=O)OCCOC(C)C)[nH]c2c1C(=O)CC(c1ccco1)C2 (centres undefined),1.2%,-0.4,0.0,2.5,-13.6%,-9.6,1.8,-1.7,-6.9

# Rewritten with each value named: part of the list above
COc1cc(NC(=O)CSc2nc3ncnc(N)c3[nH]2)c(C(=O)O)cc1OC
  RXFP1 ag: -1.4%	D1 potentiator: -3.2	TRHR ag: 0.2	TRHR enhancer: -22.3	Anesthetic bind: 9.9%	RXFP1 antag: -14.8	D1 agonist: 0.8	D2 potentiator: -1.5	D1 antagonist: 3.2

Clc1ccc(-c2nc(-c3cc4cc(Cl)ccc4o3)cs2)cc1
  RXFP1 ag: -0.3%	D1 potentiator: 3.6	TRHR ag: 0.4	TRHR enhancer: 4.9	Anesthetic bind: 5.3%	RXFP1 antag: 9.3	D1 agonist: 0.2	D2 potentiator: 1.7	D1 antagonist: 5.3

# Next section:
SMILES,RXFP1 ag,D1 potentiator,TRHR ag,TRHR enhancer,Anesthetic bind,RXFP1 antag,D1 agonist,D2 potentiator,D1 antagonist
CC(=O)N1N=C(c2ccc(NS(=O)(=O)c3ccccc3)cc2)CC1c1ccco1 (centres undefined),0.8%,0.1,0.1,-3.8,.,6.2,0.1,5.2,-36.0*
Cc1ccccc1OCC(=O)Nc1cccc(NC(=O)c2ccco2)c1,2.4%,-4.5,-1.3,-12.1,-14.9%,0.0,1.3,10.0,-28.6
CCOP(=O)(OCC)c1nc(-c2ccc(Cl)cc2)oc1NCc1ccccc1,6.5%,-9.4,-0.2,-2.8,-9.4%,-11.5,5.5,2.4,28.2
O=C(Nc1cccc(-c2nn[nH]n2)c1)c1cccs1,17.3%,-4.4,0.5,-1.5,-4.5%,4.2,-0.2,1.0,-1.3
CCOc1cc(N2CCOCC2)c(OCC)cc1NC(=O)c1nc2nc(C)cc(C)n2n1,3.9%,17.9,0.0,6.5,-10.5%,-4.1,3.1,22.4,-20.2
O=C(c1ccncc1)c1ccc(Br)cc1,2.0%,-4.1,1.0,1.1,-3.6%,-4.1,-0.8,.,-5.6
CCc1ccc(-c2cn3nc(C)c(C)nc3n2)cc1,8.4%,-4.7,0.2,-2.1,125.7%[activator],-16.2,2.4,-15.9,-2.2
CCOC(=O)N1CCN(Cc2ccc(OCC(O)CN3CCCCC3)cc2)CC1 (centres undefined),-0.2%,-6.2,-0.6,-2.9,-2.4%,-1.1,3.1,-12.0,-27.9
Cc1cc(C)nc(NC(=O)/C=C/c2ccccc2Cl)c1,-1.1%,6.0,-1.2,-2.1,-12.1%,-21.8,1.3,-5.3,-70.5*
CSc1nnc2c3cc(C)ccc3n(Cc3ccccc3)c2n1,4.4%,-3.4,0.0,-0.5,-17.3%,-3.8,1.3,-8.8,-2.2
Cc1ccc(-n2[nH]c(C)c(C=Nc3ccc(S(=O)(=O)Nc4nc(C)cc(C)n4)cc3)c2=O)c(C)c1,2.0%,1.2,-1.0,13.4,4.9%,-25.2,2.1,6.0,-7.3
CC1(C)CNc2cc(N)ccc2S1,-2.6%,3.6,0.5,5.0,-19.5%,-8.2,1.5,7.3,0.3
CCOP(=O)(OCC)c1ccccc1OCP(C)(=O)COc1ccccc1P(=O)(OCC)OCC,-0.8%,6.6,0.4,1.6,-2.9%,17.6,0.4,-1.7,0.7
CCCSc1ncc(Cl)c(C(=O)Nc2nc3ccc(C)cc3s2)n1,0.6%,0.3,0.0,1.0,245.6%[activator],-19.5,3.1,-4.2,-0.1
O=C(NCC1CCCCC1)c1ccccc1[N+](=O)[O-],-0.7%,-4.0,1.0,-2.7,-2.8%,-12.3,2.0,-0.1,-0.1
Cc1c(NC(=O)COC(=O)Cc2ccc(F)cc2)c(=O)n(-c2ccccc2)n1C,0.3%,0.3,0.1,1.0,.,-2.1,0.0,-2.6,-0.2
CCn1c2ccccc2c2nnc(SCC(=O)c3c(N)n(C)c(=O)n(C)c3=O)nc21,15.0%,-0.2,0.3,-3.1,-8.0%,7.3,0.6,-1.9,-5.3
COC1C(C)=C(C)C(=O)N1Cc1ccccc1 (centres undefined),1.2%,-1.1,1.1,1.0,-7.1%,1.2,3.5,10.3,4.7
CCN1CC=C2C(C#N)=C(N)C(C#N)(C#N)[C@H](c3ccoc3)[C@H]2C1,-0.7%,-1.3,12.6,-0.1,76.4%[activator],-18.7,8.0,-26.0,13.9
O=C(NC(Cc1ccccc1)C(=O)O)/C(=C/c1cccc([N+](=O)[O-])c1)NC(=O)c1cccc(Br)c1 (centres undefined),-1.3%,-0.8,-0.1,1.1,-10.5%,23.1,2.8,-5.1,-0.1
CCOC(=O)c1csc(NC(=O)CSc2nnc(C3CC3)n2C)n1,2.4%,1.4,0.8,0.1,-4.6%,-2.2,0.4,1.9,3.1
O=C(CSc1ccc(-c2ccncc2)nn1)c1ccccc1,5.4%,-10.7,-0.8,10.7,-14.3%,2.6,5.7,4.5,-4.6
CCSC1=NCCN1C(=O)c1c(-c2ccccc2Cl)noc1C,-1.3%,2.3,0.1,0.7,-5.2%,-15.5,1.5,.,-11.6
CCCN1C(=O)C(Cc2nc3ccccc3c(=O)n2-c2ccccc2)c2ccccc21 (centres undefined),4.2%,1.1,-0.2,0.5,-17.2%,5.5,2.9,11.3,23.2
COC(=O)c1ccc(N=Cc2c(-c3ccccc3)[nH][nH]c2=O)cc1,2.1%,4.2,0.0,4.1,-22.9%,-1.4,1.7,5.3,2.2
O=C(NCc1nnnn1-c1ccc(F)c(F)c1)c1cc2ccccc2o1,1.6%,2.0,-0.4,-0.5,.,-15.6,-0.5,-15.2,-0.5
Cc1nnc2n(-c3ccccc3)c(=O)c3c4c(sc3n12)CCCC4,4.1%,-0.8,-0.7,-2.5,6.2%,-9.1,-1.0,.,-6.1
C/C(=N/NC(=O)c1cc(-c2cccc([N+](=O)[O-])c2)n[nH]1)c1cccc(O)c1,-0.8%,-1.9,-0.1,-1.1,-0.6%,0.2,-0.1,3.0,-15.9

# Entries from the list above containing an NH in an aromatic ring (6):
SMILES,RXFP1 ag,D1 potentiator,TRHR ag,TRHR enhancer,Anesthetic bind,RXFP1 antag,D1 agonist,D2 potentiator,D1 antagonist
COc1cc(NC(=O)CSc2nc3ncnc(N)c3[nH]2)c(C(=O)O)cc1OC,-1.4%,-3.2,0.2,-22.3,9.9%,-14.8,0.8,-1.5,3.2
Cc1c(C(=O)OCCOC(C)C)[nH]c2c1C(=O)CC(c1ccco1)C2 (centres undefined),1.2%,-0.4,0.0,2.5,-13.6%,-9.6,1.8,-1.7,-6.9
O=C(Nc1cccc(-c2nn[nH]n2)c1)c1cccs1,17.3%,-4.4,0.5,-1.5,-4.5%,4.2,-0.2,1.0,-1.3
Cc1ccc(-n2[nH]c(C)c(C=Nc3ccc(S(=O)(=O)Nc4nc(C)cc(C)n4)cc3)c2=O)c(C)c1,2.0%,1.2,-1.0,13.4,4.9%,-25.2,2.1,6.0,-7.3
COC(=O)c1ccc(N=Cc2c(-c3ccccc3)[nH][nH]c2=O)cc1,2.1%,4.2,0.0,4.1,-22.9%,-1.4,1.7,5.3,2.2
C/C(=N/NC(=O)c1cc(-c2cccc([N+](=O)[O-])c2)n[nH]1)c1cccc(O)c1,-0.8%,-1.9,-0.1,-1.1,-0.6%,0.2,-0.1,3.0,-15.9
